TEAD-YAP block: TEAD-YAP interaction inhibition. HEK-TIYL cells, TEAD-Gal4/YAP UAS-luciferase luminescence. inhibition, % at 9.12 µM. hit rate 1.4% among 640,000. AID 1259422; in the data active means inhibition above about 32%;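 further: 0% = median of test compound wells and 100% = reference inhibitor wells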
FBW7 act: human FBW7 E3 ligase activation, primary screen | AlphaScreen FBW7–phospho-cyclin E peptide binding, activator screen | normalized activity (activation), % at 26.1 µM | hit rate 0.13% among 650,000 | AID 1259310; in the data active means normalized activity above about 1.9%;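 further: purified mutant Fbw7 with reduced substrate affinity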
GPR151 activ: human GPR151 activation | Q8TDV0 | PathHunter beta-arrestin GPR151 cells, luminescence | hit rate 1% among 650,000 | activation, % at 11.2 µM | AID 1508602; in the data active means activation above about 4.9%;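 further: 0% = median of compound wells and 100% = cells with positive control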
Target sequence (Q8TDV0 whole entry, looked up): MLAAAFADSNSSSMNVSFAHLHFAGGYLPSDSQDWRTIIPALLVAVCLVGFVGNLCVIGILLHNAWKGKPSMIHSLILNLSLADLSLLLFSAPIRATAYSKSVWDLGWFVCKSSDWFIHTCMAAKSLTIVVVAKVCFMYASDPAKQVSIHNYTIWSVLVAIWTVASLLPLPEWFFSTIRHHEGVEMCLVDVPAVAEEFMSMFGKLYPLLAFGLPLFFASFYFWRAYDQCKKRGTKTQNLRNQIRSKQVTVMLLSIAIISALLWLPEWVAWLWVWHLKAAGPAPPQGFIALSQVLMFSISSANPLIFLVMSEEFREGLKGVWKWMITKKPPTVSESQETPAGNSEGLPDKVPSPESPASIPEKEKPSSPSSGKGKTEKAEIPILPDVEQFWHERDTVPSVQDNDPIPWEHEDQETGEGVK
MITF inh: inhibitors of human MITF; O75030; AlphaScreen MITF homodimerization, bead proximity signal; inhibition, % at 2.6 µM; hit rate 0.91% among 650,000; in the data active means inhibition above about 50%;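 further: 0% = vehicle wells with protein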
Target sequence (O75030 whole entry, looked up): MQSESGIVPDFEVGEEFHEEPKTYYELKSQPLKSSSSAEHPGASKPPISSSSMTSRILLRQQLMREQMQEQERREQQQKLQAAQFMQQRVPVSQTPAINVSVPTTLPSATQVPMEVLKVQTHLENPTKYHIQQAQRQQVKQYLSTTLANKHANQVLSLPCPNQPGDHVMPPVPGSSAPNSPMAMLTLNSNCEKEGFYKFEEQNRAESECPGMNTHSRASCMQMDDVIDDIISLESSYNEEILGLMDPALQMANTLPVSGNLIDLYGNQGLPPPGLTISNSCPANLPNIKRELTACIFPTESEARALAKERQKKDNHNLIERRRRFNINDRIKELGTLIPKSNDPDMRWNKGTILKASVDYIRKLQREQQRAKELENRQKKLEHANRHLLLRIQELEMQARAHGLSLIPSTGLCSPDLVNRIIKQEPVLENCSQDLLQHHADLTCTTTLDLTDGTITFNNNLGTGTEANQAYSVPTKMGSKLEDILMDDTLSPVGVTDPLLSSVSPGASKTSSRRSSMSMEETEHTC
Numbers without * were called inactive; & = joins results of further samples.

Sample of the layout, 2 compounds:
SMILES	TEAD-YAP block	FBW7 act	GPR151 activ	MITF inh
CCC(Sc1nc2cc(C(=O)NCc3ccccc3)ccc2c2nc3ccccc3n12)C(=O)Nc1ccc2c(c1)OCO2 (stereo not drawn)	2	0.2	-1.4	10
COc1ccccc1/C=C1\Sc2ccc(C(=O)N3CCOCC3)cc2N(C)C1=O	1	0.0	-0.9	-9

This part in full, repeating the preview:
SMILES	TEAD-YAP block	FBW7 act	GPR151 activ	MITF inh
CCC(Sc1nc2cc(C(=O)NCc3ccccc3)ccc2c2nc3ccccc3n12)C(=O)Nc1ccc2c(c1)OCO2 (stereo not drawn)	2	0.2	-1.4	10
COc1ccccc1/C=C1\Sc2ccc(C(=O)N3CCOCC3)cc2N(C)C1=O	1	0.0	-0.9	-9
O=C(/C=C/c1ccc(Cl)c(Cl)c1)NCc1ccco1	-4	0.0	-0.7	11
CC1=NN(CCC#N)C(=O)/C1=C/c1ccc(O)cc1	0	-0.3	0.6	12
COC(=O)C(Cc1ccccc1)NC(=O)c1cc2c(n(-c3ccc(Cl)cc3)c1=O)CC(C)(C)CC2=O (stereo not drawn)	-4	-0.1	-1.1	14
COc1cc(N2CCCC2)c(OC)cc1/C=C1/NC(=O)N(c2cccc(Cl)c2)C1=O	7	0.1	-0.8	-1
O=C(COC(=O)c1c(Cl)ccc(Cl)c1Cl)NC1CCS(=O)(=O)C1 (stereo not drawn)	3	0.0	2.9	6
Cc1ccc(C(=O)NNC(=O)COc2ccc3ccccc3c2)cc1	2	0.6	0.1	0
CCOc1ccc(Cl)cc1/C=C1\C(=O)N(c2cccc(C(=O)O)c2)N=C1C	-8	-0.7	-1.1	-2
COc1cc(C(=O)Nn2c(-c3cccs3)nc3ccccc3c2=O)cc(OC)c1OC	7	0.5	0.7	8
O=c1nc(SCc2cccc(Cl)c2)c2c([nH]1)CCC2	-4	-0.1	1.5	13
NC(=O)CN(Cc1ccccc1Cl)S(=O)(=O)c1ccc(Cl)cc1	7	-0.1	-0.5	0
CCOc1cc(C#N)ccc1OCC(=O)O	0	-0.2	-0.2	-4
Cc1ccc(/C=C2/SC(=S)N(CC(=O)Nc3ccccc3O)C2=O)cc1	-3	-0.1	7.3*	8
Cc1ccc(-c2ccccc2)n1-c1cccnc1	-11	-0.2	2.2	-3
O=C(CSc1nnc(-c2ccco2)n1-c1ccccc1)c1ccc2c(c1)Cc1ccccc1-2	-15	-0.1	-0.8	-1
COc1ccc(NC(=O)c2sc3ncn(CC(=O)N4CC(C)CC(C)C4)c(=O)c3c2C)cc1Cl (stereo not drawn)	11	0.0	-2.2	8
CC1(C)CC(=O)C/C(=N/c2nc3ccccc3[nH]2)C1	-3	-0.2	1.1	4
CN(C)Cc1c(C(=O)N/N=C/C2CCCCC2)nnn1-c1nonc1N	-8	-0.1	-0.8	-5
O=[N+]([O-])c1ccccc1/C=C/CN1CCSCC1	-6	-0.1	0.6	40
COc1ccc2[nH]c(=O)c(CN(CCO)Cc3nnnn3CCc3ccccc3)cc2c1	1	-0.1	1.5	5
CN(C)CCCN(CCCN(C)C)Cc1cccc2ccccc12	-10	0.0	0.6	55*
Cc1cc(C)nc(N/N=C\c2cc([N+](=O)[O-])cc(Br)c2O)n1	3	-0.3	-0.9	-2
O=C(c1coc(=O)c2ccccc12)N1CCCc2ccccc21	26	0.0	1.2	5
CC(=O)NC(=S)Nc1sc2c(c1C#N)CCCCC2	66*	0.1	-2.3	1
Carrying on:
SMILES	TEAD-YAP block	FBW7 act	GPR151 activ	MITF inh
O=C(Nc1cccc(NC(=O)C2CCCCC2)c1)c1cccc(Cl)c1	-3	0.1	-1.2	7
COc1ccc(N2CCN(C(=O)CNC3CCCC3)CC2)cc1	8	0.0	0.0	14
Cc1cccc(N2CCN(C(=O)c3ccc(N4CC5CC(C4)c4cccc(=O)n4C5)c(NC(=O)c4cccc(C(F)(F)F)c4)c3)CC2C)c1 (stereo not drawn)	12	0.1	1.6	17
OCCNc1nc(Nc2ccc(Br)cc2)nc2ccccc12	3	1.1	-1.5	20
CCC1=NN2C(=N)/C(=C/c3cn(CCOc4ccccc4C(C)CC)c4ccccc34)C(=O)N=C2S1 (stereo not drawn)	-5	0.1	1.3	-4
COc1ccc(NC(=O)CN2CCOCC2)c([N+](=O)[O-])c1	-4	-0.2	1.1	2
CC1CN(C(=O)N2CCC(C(=O)NCc3cccc(F)c3)CC2)c2cc(Cl)ccc2O1 (stereo not drawn)	13	0.4	4.0	7
CC(=O)c1cccc(NC(=O)COc2cc(C)ccc2C(C)C)c1	4	0.0	0.1	-3
COc1cc(C(=O)OCCn2c(=O)c3c(nc(N4CCNCC4)n3C)n(C)c2=O)cc(OC)c1OC	-15	0.0	-1.5	6
COc1ccc(NC(=O)Nc2cccc(Cl)c2)c([N+](=O)[O-])c1	1	0.0	-0.6	9
COCCCNC(=O)CCNC(=O)c1ccccc1F	-1	0.3	0.8	-7
O=C(NN1CC(C(=O)OCc2ccccc2F)CC1=O)c1ccccc1 (stereo not drawn)	-4	0.1	-0.1	-2
O=C(COC(=O)c1ccc2c(c1)C(=O)N(c1ccccc1Cl)C2=O)c1cccc([N+](=O)[O-])c1	-5	-0.2	-0.8	1
CCS(=O)(=O)c1ncc(Cl)c(C(=O)Nc2ccc(OC)cc2)n1	11	0.1	-1.4	2
FC(F)(F)c1cccc(-c2cnc3ccc(NCCc4ccccn4)nn23)c1	2	0.5	1.0	21
O=C(Nc1nnc(-c2ccco2)s1)C1CCCO1 (stereo not drawn)	-21	0.0	-0.3	44
Cc1ccc(CCNC(=O)CS(=O)(=O)Cc2nc(-c3ccccc3C)oc2C)cc1	-5	-0.1	-0.1	6
CCN(CC)C(=O)C1CCCN(C(=O)c2cc(COc3ccc(F)cc3Cl)on2)C1 (stereo not drawn)	-6	0.0	1.3	8
COc1cc(-c2nc3sc4c(c3c(=O)[nH]2)CCCC4)ccc1OCCOc1ccccc1C	-15	0.1	4.5	1
CC1=C(Cl)C2=NS(=O)(=O)CCN2C=C1Cl	10	-0.2	-0.7	-6
O=C(CN1CCN(Cc2ccc(Cl)cc2)C1=O)NCc1ccc2c(c1)OCO2	6	-0.3	0.3	-5
COc1ccc(N)c(S(=O)(=O)Nc2ccccc2Cl)c1	13	0.3	-1.0	13
O=C(CN1C(=O)[C@H]2CCCN2C(=O)c2ccccc21)NCc1ccc(Cl)cc1	9	0.0	1.3	3
N#Cc1ccccc1S(=O)(=O)Nc1ccc(Cl)cc1	8	0.4	-2.1	14
Cc1ccc(Cl)cc1NC(=O)CSc1nc2ccc(NC(=O)c3ccc(Br)cc3)cc2s1	6	0.0	-0.4	-5
Remaining list, next part:
SMILES	TEAD-YAP block	FBW7 act	GPR151 activ	MITF inh
CCCOc1ccc(C(=O)Nc2ncc(Cc3cccc(C(F)(F)F)c3)s2)cc1	-12	-0.1	0.1	-12
S=C(NNc1ccccc1)Nc1ccccc1	7	0.0	0.1	16
CC(C)(C)C1(C)OC(=O)C(=Cc2ccc(I)cc2)C(=O)O1 (stereo not drawn)	-3	-0.1	-0.3	14
COc1ccc(C(=O)Oc2coc(CSc3nccn3C)cc2=O)c(OC)c1	6	-0.5	-0.8	0
O=C(NC(Cc1ccccc1)C(=O)O)/C(=C/c1ccccc1)NC(=O)c1ccc(Br)o1 (stereo not drawn)	2	0.1	0.9	22
CCc1cc2c(N3CCN(c4nnc(CC)s4)CC3)ncnc2s1	17	0.1	0.2	-3
Cc1ccc(N2C(=O)c3ccc(Oc4ccc(NC(=O)CCSc5ccc(Cl)cc5)cc4)cc3C2=O)cc1	-10	-0.1	0.9	2
CC(C)CC1(c2ccccc2)NC(=O)NC1=O (stereo not drawn)	-2	0.4	-0.1	17
N#Cc1nc(COc2ccc(Br)cc2)oc1NCc1ccc2c(c1)OCO2	3	-0.2	0.0	-8
COc1ccccc1C(=O)N/N=C(\C)CC(=O)Nc1ccc(Nc2ccccc2)cc1	-34	0.1	-0.4	6
N#C/C(C(=O)c1ccccc1)=C1/SC=C(N)N1c1ccccc1	-46	-0.1	-0.5	-5
COc1ccc(S(=O)(=O)NCCCN2CCOC(c3ccccc3)C2)cc1F (stereo not drawn)	-3	0.7	2.8	15
O=C1N(Cc2cccc(Cl)c2)C[C@@H]2C[C@@H](/C=C/c3ccco3)N3CCC[C@@]123	7	-0.1	-0.4	0
C=CCN1/C(=C/c2cccc[n+]2C)Sc2ccccc21	77*	0.0	1.5	5
O=C(c1ccc(Sc2ccccc2Cl)c([N+](=O)[O-])c1)N1CCN(c2ccc(F)cc2)CC1	8	-0.2	0.1	-3
O=c1[nH]c(=S)[nH]c(O)c1C=Nc1cccc2ccccc12	-4	0.3	1.3	5
Cc1ccc(S(C)(=O)=O)cc1C(=O)O	12	0.0	0.7	2
COc1cccc(CNC(=O)c2cnn3c(C)c(Cc4ccccc4C)c(C)nc23)c1	7	0.0	0.0	-5
CC(C)(C)NC(=O)c1ccc(NC(=O)Cc2ccc(Cl)cc2)cc1	2	0.0	1.5	1
COC(=O)c1sc(C(=O)OC)c2c1OCCO2	11	-0.1	1.8	7
CCOC(=O)c1c(-c2ccccc2)oc2ccc(OCc3c(F)cccc3Cl)cc12	1	0.1	0.0	0
CCN1CCN(c2ncc(C(=O)N(C)C3CCCCC3)c3ccccc23)CC1	0	0.0	-0.9	-17
Cc1ccc(CNC(=O)CCCn2c(=S)[nH]c3cc4c(cc3c2=O)OCO4)o1	9	0.1	-0.1	8
Oc1ccc(CCNc2nc(NCc3cccnc3)nc3c2ncn3Cc2ccc(C(F)(F)F)cc2)cc1	1	-0.1	1.5	-4
O=C(Nc1ccc([N+](=O)[O-])cc1)c1scc2c1CCCC2	-70	-0.2	1.2	0

Profiles as entered above:
Profile of C=CCN1/C(=C/c2cccc[n+]2C)Sc2ccccc21 → TEAD-YAP block: 77*; FBW7 act: 0.0; GPR151 activ: 1.5; MITF inh: 5
Profile of COc1ccc(C(=O)Oc2coc(CSc3nccn3C)cc2=O)c(OC)c1 → TEAD-YAP block: 6; FBW7 act: -0.5; GPR151 activ: -0.8; MITF inh: 0

The results go on:
SMILES	TEAD-YAP block	FBW7 act	GPR151 activ	MITF inh
CCOc1ccccc1NC(=O)Cn1cc(OC)c(=O)cc1CSc1ccccc1	3	0.3	-1.8	-9
CCOc1ccccc1OC(=O)C(C)(C)C	-2	1.2	-0.7	13
Cc1ccc(Cl)cc1NS(=O)(=O)c1ccc2c3c(cccc13)C(=O)N2	4	0.0	3.2	-7
O=C(COC(=O)c1ccccc1O)c1cccs1	0	0.0	-2.2	8
N#Cc1c(Nc2ccccc2)c(C=O)c[nH]c1=O	17	-0.1	0.8	11
COCCn1c(SCC(=O)NC2CCCC2)nnc1-c1c[nH]c2ccccc12	-1	-0.1	-2.1	-9
COc1ccc2c(c1)C[C@H](C(=O)Nc1ccc(-c3cn[nH]c3)cc1N1CCC(N(C)C)CC1)NC2	2	-0.5	-0.6	2
CCOc1ccc(NC(=O)c2sc3nc4c(c(-c5ccco5)c3c2N)CCCC4)cc1	-9	0.7	-0.5	-8
COc1ccccc1-c1cc(NC(=NCC2CCCO2)SC)n[nH]1 (stereo not drawn)	3	0.7	-0.4	8
Cc1ccc2cc(C3CC(c4ccco4)=NN3S(C)(=O)=O)c(=O)[nH]c2c1 (stereo not drawn)	-11	0.2	-0.7	19
CC1=C(C(=O)OC2CCCCC2)C(c2cccc(F)c2)C2=C(CCCC2=O)N1 (stereo not drawn)	2	-0.1	0.6	-5
Cc1cc(C)c(NC(=O)CN2CCCCC2)c(C)c1	-17	0.1	-0.2	19
C\C(=N/N=C/C=C/c1ccco1)C1C(=O)c2ccccc2C1=O	2	-0.2	0.7	14
CCC(Sc1nc(-c2ccccc2)cc(=O)[nH]1)C(=O)O (stereo not drawn)	-8	0.0	-0.4	18
CN(C)CCC(=O)c1cccc(Br)c1	8	-0.3	0.7	-4
CO[C@@H]1[C@@H](O[C@@H]2O[C@H](C)[C@@H](O[C@H]3C[C@@](C)(O)[C@H](O)[C@H](C)O3)[C@H](N(C)C)[C@H]2O)[C@@H](CC=O)C[C@@H](C)[C@@H](O[C@H]2CC[C@H](N(C)C)[C@@H](C)O2)/C=C/C=C/C[C@H](C)OC(=O)C[C@H]1O	-7&-4	-0.1&0.0	1.6&-0.4	-10&15
CCCC1=NN2C(=N)/C(=C/c3cc(Cl)c(OCc4ccccc4F)c(OCC)c3)C(=O)N=C2S1	3	0.3	-0.8	22
COc1ccc(C(=O)/C=C(\C)Nc2ccc(NC(C)=O)cc2)cc1	2	0.0	0.0	14

3 entries picked at random from the list so far, as already listed:
SMILES	TEAD-YAP block	FBW7 act	GPR151 activ	MITF inh
COc1ccc2c(c1)C[C@H](C(=O)Nc1ccc(-c3cn[nH]c3)cc1N1CCC(N(C)C)CC1)NC2	2	-0.5	-0.6	2
CCCC1=NN2C(=N)/C(=C/c3cc(Cl)c(OCc4ccccc4F)c(OCC)c3)C(=O)N=C2S1	3	0.3	-0.8	22
CC1=C(C(=O)OC2CCCCC2)C(c2cccc(F)c2)C2=C(CCCC2=O)N1 (stereo not drawn)	2	-0.1	0.6	-5
